IMPase cell inh = IMPase inhibition in cells | 120,000 tested, under 10 active | P97697 | CHO-M1 cells, IP1 accumulation, HTRF TR-FRET ratio | inhibition (IP1 accumulation), % at 46.1 µM; active means well fitted curve in the direction sought with a large enough effect in the signal ratio, not every such curve was filed as active; inconclusive means small, poorly fitted or top-dose-only effect, or a change in a side signal; inactive means no such curve, though single readings can be large or run the other way; the % refers to the signal ratio;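 further: cells stimulated with carbachol in lithium chloride buffer; plate controls were DMSO basal wells for no effect and reference inhibitor wells for full effect; higher means more IMPase inhibition seen as more IP1 and lower FRET ratio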
Target sequence (P97697 whole entry, looked up): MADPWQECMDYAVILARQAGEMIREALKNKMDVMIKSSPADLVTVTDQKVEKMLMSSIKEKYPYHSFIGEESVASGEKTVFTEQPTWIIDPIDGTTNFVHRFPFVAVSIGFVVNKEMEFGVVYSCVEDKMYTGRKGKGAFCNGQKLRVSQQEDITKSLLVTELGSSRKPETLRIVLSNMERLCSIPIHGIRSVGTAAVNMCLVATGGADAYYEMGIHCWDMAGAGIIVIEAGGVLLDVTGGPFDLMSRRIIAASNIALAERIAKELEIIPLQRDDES
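The IP-One HTRF competitive assay in carbachol-stimulated CHO-M1 cells quantifies cellular IP1. Compounds spanned up to 46 uM final, and activity is expressed as AC50 from concentration-response fits of the ratio and donor data.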
Active calls of the source: *; ? = inconclusive. These rows are one share of the data; rates above refer to the full screens.

SMILES	IMPase cell inh
COc1ccc(S(=O)(=O)Nc2cc3c(C(=O)OC(C)C)c(C)oc3c3ccccc23)cc1	-6
CCc1ccc(C(=O)COC(=O)C(NC(=O)C2CCC(C)CC2)C(C)C)cc1 (stereo not given)	3
N#C/C(=C/c1ccc(Cl)cc1Cl)c1nc2ccccc2c(=O)[nH]1	-2
Cc1ccc(C(C)C)c(OCC(=O)Nc2ccc(S(=O)(=O)Nc3onc(C)c3C)cc2)c1	10
Cc1ccccc1-n1c2nc(=O)[nH]c(=O)c-2cc2c(Cl)cccc21	3
CCN(CC)S(=O)(=O)c1ccc(OC)c(NC(=O)c2sc3ccccc3c2Cl)c1	?
Cc1cccc(NC(=O)COc2ccc(-c3nn(C)c(=O)c4ccccc34)cc2)c1	9
Cc1cc(C)c(S(=O)(=O)NCCc2cc3ccc(C)c(C)c3[nH]c2=O)c(C)c1	?
CCc1ccc(OCC(=O)Nc2c(C(=O)c3ccc(Br)cc3)oc3ccccc23)cc1	6
COc1cccc(-n2c(=O)c3cc(OC)c(OC)cc3n(CC(=O)Nc3ccccc3)c2=O)c1	?
Cc1ccc(C(C)C)c(OCC(=O)Nc2ccc(-c3nc4ncccc4o3)cc2C)c1	-2
CC(C)n1c(=N)c(C(=O)NC2CCCCC2)cc2c(=O)n3ccccc3nc21	17
Cc1ccc(NC(=O)C2CCN(S(=O)(=O)c3c(C)noc3C)CC2)cc1C	1
CCCSc1nnc2c(n1)OC(c1sccc1C)Nc1ccccc1-2 (stereo not given)	-1
CC1=C(C(=O)OCC(C)C)C(c2ccc(OCc3ccccc3)cc2)N2C(=O)CCSC2=N1 (stereo not given)	6
CCS(=O)(=O)c1nc2ccccc2n1CC(=O)Nc1ccccc1C(=O)OC	7
COc1cccc(Oc2nc3c(c(=O)n(Cc4ccccc4Cl)c(=O)n3C)n2C)c1	-4
Cc1ccc(C(C)C)c(OCCCn2c(=O)oc3ccc(C)cc32)c1	6
CCOc1ccc(-n2nc3ccc(NC(=O)COc4ccccc4C)cc3n2)cc1	-6
CCc1cccc(NC(c2ccccc2)c2nnc(-c3ccccc3F)o2)c1 (stereo not given)	1

Some of the entries so far, as a markdown table.
| structure | IMPase cell inh |
| --- | --- |
| Cc1ccc(C(C)C)c(OCC(=O)Nc2ccc(-c3nc4ncccc4o3)cc2C)c1 | -2 |
| CCN(CC)S(=O)(=O)c1ccc(OC)c(NC(=O)c2sc3ccccc3c2Cl)c1 | ? |
| CC1=C(C(=O)OCC(C)C)C(c2ccc(OCc3ccccc3)cc2)N2C(=O)CCSC2=N1 (stereo not given) | 6 |
| Cc1cc(C)c(S(=O)(=O)NCCc2cc3ccc(C)c(C)c3[nH]c2=O)c(C)c1 | ? |
| CCOc1ccc(-n2nc3ccc(NC(=O)COc4ccccc4C)cc3n2)cc1 | -6 |

Continued.
SMILES	IMPase cell inh
CCn1c2ccccc2c2cc(NC(=O)COc3cc(C)c(Cl)c(C)c3)ccc21	?
COc1cc(NC(=O)Cn2nc(C(F)(F)F)c3c2CCCC3)c(OC)cc1Cl	7
CC(C)CSc1nnc(-c2ccccc2)c(-c2ccccc2)n1	5
CCOc1ccc(NC(=O)c2c(NC(=O)c3ccccc3Br)sc3c2CCC(C)C3)cc1 (stereo not given)	-2
CCOc1ccc(NC(=O)CSc2nnc(CNC(=O)c3c(F)cccc3Cl)o2)cc1	0
Cc1ccc(C(=O)CSc2nc(-c3ccccc3)nc3c2CCCC3)c(C)c1	2
CCSc1nnc2c(n1)OC(c1sccc1C)N(C(C)=O)c1ccccc1-2 (stereo not given)	15
COc1ccc(-n2c(C)c(C(C)=O)c3cc(OC(=O)c4ccc(C)cc4)ccc32)cc1	0
CCOC(=O)c1c(C)n(-c2ccccc2)c2ccc(OC(=O)c3cccc(C)c3)cc12	-9
CCc1ccccc1NC(=O)Cc1cn(C)c2ccccc12	9
CCc1ccc(NC(=O)CSc2nc(C)c(C(=O)Nc3ccc(Cl)cc3)c(-c3ccc(OC)cc3)c2C#N)cc1	-4
COc1cccc(-c2nc(S(=O)(=O)c3ccc(C)cc3)c(N3CCCCC3)o2)c1	1
O=C(CCC1N=C2c3ccccc3N=C(SCc3ccc(Cl)cc3)N2C1=O)N1CCN(c2ccccc2)CC1 (stereo not given)	-2
Nc1c(C(=O)Nc2ccccc2F)sc2nc3c(cc12)CCCCCC3	-3
COc1ccc(CCNC(=O)CSc2nc(-c3ccc(F)cc3)cc(C(F)(F)F)n2)cc1OC	?
CC(=O)c1c(C)n(S(=O)(=O)c2ccc(Cl)cc2)c2ccc(NS(=O)(=O)c3ccc(Cl)cc3)cc12	-4
Cc1ccc(-c2nnc(Nc3ccccc3)c3ccccc23)cc1S(=O)(=O)N1CCN(C)CC1	4
COC(=O)c1cccc(CN2C(=O)SC(Nc3ccc(Cl)cc3)C2=O)c1 (stereo not given)	-1
COc1ccc(C(=O)Nc2cc3cc(Cl)ccc3oc2=O)cc1OC	-5
Cc1nc2sccn2c(=O)c1S(=O)(=O)Nc1ccc(N2CCN(S(C)(=O)=O)CC2)cc1	13

Some of these compounds in order of the IMPase cell inh value, falling:
SMILES | IMPase cell inh
CCc1ccccc1NC(=O)Cc1cn(C)c2ccccc12 | 9
CCc1cccc(NC(c2ccccc2)c2nnc(-c3ccccc3F)o2)c1 (stereo not given) | 1
Cc1ccc(C(C)C)c(OCC(=O)Nc2ccc(-c3nc4ncccc4o3)cc2C)c1 | -2
CC(=O)c1c(C)n(S(=O)(=O)c2ccc(Cl)cc2)c2ccc(NS(=O)(=O)c3ccc(Cl)cc3)cc12 | -4

(next part)
SMILES	IMPase cell inh
Cc1ccc(C(=O)Nc2ccc3oc(-c4cccnc4)nc3c2)c(Cl)c1	1
Cc1cccc(Nc2nnc(-c3ccc(C)c(S(=O)(=O)N4CCN(C)CC4)c3)c3ccccc23)c1	7
COc1ccc(OCC(=O)Nc2ccc(-c3nc4cc(C)c(C)cc4o3)cc2)cc1	-10
COc1cc(C2c3c(oc4ccccc4c3=O)C(=O)N2Cc2ccccc2Cl)ccc1O (stereo not given)	-2
Cc1ccc(CNC(=O)c2ccc(Cn3c(=O)c4ccccc4n(CC(=O)Nc4ccc(C)cc4C)c3=O)cc2)cc1	6
COc1ccc2c(c1)-c1nc(NC(=O)c3cccc(Br)c3)sc1CC2	9
Cc1ccc(C2CC(=O)n3nc(-c4ccc(F)cc4)nc3S2)cc1 (stereo not given)	2
Cn1c(=O)n(C)c2cc(N3CCOCC3)c(NS(=O)(=O)c3ccc(Cl)cc3)cc21	2
Oc1ccc(NCc2ccc(OCc3ccccc3)cc2)cc1	17
CCOC(=O)c1cnc2ccc(C(=O)OC)cc2c1Nc1ccc(N2CCOCC2)cc1	7
Cc1c(NC(=O)c2ccc(-c3ccc(F)cc3)o2)cccc1-c1nc2ncccc2o1	-15
O=C(CCS(=O)(=O)c1cc(Br)cc2c1N(C(=O)C1CC1)CC2)Nc1ccc(Br)cc1F	2
Cc1ccc(-c2nc(S(=O)(=O)c3ccc(Cl)cc3)c(N3CCCCC3)o2)cc1	-4
Cc1cccc(OCC(=O)Nc2ccc(-c3nc4cc(C)ccc4o3)c(O)c2)c1	?
Cc1ccc(CNC(=O)CCCn2c(=O)c3ccccc3n(CC(=O)C(C)(C)C)c2=O)cc1	?
O=C(Nc1cccc(NC(=O)c2ccc(Br)o2)c1)c1ccccc1	-10
COc1ccc(S(=O)(=O)N2CCC(C(=O)Nc3ccc(Oc4ccccc4)cc3)CC2)cc1OC	-7
CCOc1ccc(/C=C(\C#N)c2nc3ccccc3c(=O)[nH]2)cc1OC	2
CCNc1nc(NC(C)(C)C)nc(Oc2ccc(=O)n(C)n2)n1	0
COC(=O)c1ccc(C2c3c(oc4cc(C)c(C)cc4c3=O)C(=O)N2c2ccccn2)cc1 (stereo not given)	1
Cc1cc(-c2ccccc2)n2nc(-c3cccc(Br)c3)cc2n1	-8
CCCCCSc1ncnc2c1sc1nc(N3CCOCC3)c3c(c12)CCCC3	2
COc1ccccc1-n1c(/C=C/c2c(C)n(C)c3ccccc23)nc2ccccc2c1=O	2
CC(C)Cn1c(-c2ccc(S(=O)(=O)N3CCOCC3)cc2)csc1=Nc1cc(Cl)ccc1Cl	-10
COc1ccc(C(=O)Nc2ccc(-c3nc4ccccc4s3)c(Cl)c2)cc1Cl	16
COc1ccc(C2=C(N3CCN(c4cccc(C)c4)C(C)C3)c3ccccc3C2=O)cc1 (stereo not given)	9
Cc1cccc(NC(=O)CSc2nc(-c3cccs3)cc(C(F)(F)F)c2C#N)c1C	?
O=C1CC(c2nnc(Cc3c(F)cccc3Cl)o2)CN1c1ccccc1 (stereo not given)	1
CNS(=O)(=O)c1ccc(NC(=O)c2cnn3c(C(F)F)cc(-c4ccccc4)nc23)cc1	18
CCC(C)NC(=O)CCSc1nc(-c2ccc3c(c2)OCO3)cc(C(F)(F)F)n1 (stereo not given)	-1
COc1ccc(/C=C/C(=O)Nc2sc(C)c(C)c2C(=O)O)cc1	-10
COc1cc(OC)c(NC(=O)Nc2c(C)n(C)n(-c3ccccc3)c2=O)cc1Cl	13
CCOc1ccc(C(=O)Nc2ccc3oc(-c4ccc(Br)cc4)nc3c2)cc1	1
Cc1cc(F)ccc1S(=O)(=O)Nc1ccc2oc3c(c2c1)CC(C)CC3 (stereo not given)	13
CCC1=Nc2cc(C(=O)NCCc3ccccc3)ccc2Sc2ccc(Cl)cc21	-3
Cc1[nH]n(-c2ccccc2)c(=O)c1C(c1cc(Cl)ccc1O)c1c(C)[nH]n(-c2ccccc2)c1=O	0
O=c1nc2sc3ccccc3n2c(=O)n1-c1ccc(Cl)c(Cl)c1	-4
COc1ccc(NC(=O)c2sc3nc4c(cc3c2N)CCCCCC4)cc1Cl	-2
CCc1ccc(-c2nc3cc(NC(=O)c4ccc(F)cc4)ccc3o2)cc1	-11
CCOC(=O)c1c(-c2ccccc2)oc2ccc(NS(=O)(=O)c3cc(C)c(C)cc3C)cc12	-8

Overlap with the part before: four entries; new compounds follow.
SMILES	IMPase cell inh
O=c1nc2sc3ccccc3n2c(=O)n1-c1ccc(Cl)c(Cl)c1	-4
COc1ccc(NC(=O)c2sc3nc4c(cc3c2N)CCCCCC4)cc1Cl	-2
CCc1ccc(-c2nc3cc(NC(=O)c4ccc(F)cc4)ccc3o2)cc1	-11
CCOC(=O)c1c(-c2ccccc2)oc2ccc(NS(=O)(=O)c3cc(C)c(C)cc3C)cc12	-8
CC(NC(=O)C1CCN(S(=O)(=O)c2ccc(F)cc2)CC1)c1ccccc1 (stereo not given)	8
CC1=C(C(=O)Nc2cccnc2)C(c2ccc(Cl)cc2)n2nc(-c3ccccc3)nc2N1 (stereo not given)	?
Cc1c(NS(=O)(=O)c2cccc(C(=O)O)c2)c(=O)n(-c2ccccc2)n1C	5
O=C(Nc1ccc2oc(-c3cccnc3)nc2c1)c1ccc(-c2ccc(Cl)cc2)o1	-8
CCOc1cc(C2CC(=O)Nc3cc4c(cc32)OCCO4)ccc1O (stereo not given)	?
CC(C)CN(CC(C)C)c1nc(-c2ccc(Cl)cc2)nc2ccccc12	0
Cc1ccc(C)c(N(C)C(=O)CCNC(=O)Cn2cnc3ccccc3c2=O)c1	-22
COc1ccc(OC)c(NC(=O)CSc2nc3ccccc3nc2N2CCCCC2)c1	1
CCOc1ccc(C2c3c(oc4ccccc4c3=O)C(=O)N2c2nnc(C)s2)cc1OC (stereo not given)	?
CCOc1ccc(-n2c(-c3ccc(C)cc3)nc3c(cnn3-c3ccccc3)c2=O)cc1	-6
O=C(Nc1ccc(-c2nc3ccccc3s2)c(O)c1)c1ccc(Br)cc1	-13
CCOC(=O)c1ccc(NC(=O)CN(Cc2ccc(C)cc2)S(=O)(=O)c2ccc(C)cc2)cc1	-11
Cc1cccc(NC(=O)c2ccc(C(=O)Nc3cccc(C)c3C)cc2)c1C	-9
Cc1ccc(NC(=O)CSc2nnc3nc(C)cc(C)n23)cc1	1
Cc1ccc(OCCCn2c(-c3ccc(Cl)cc3)nc3ccccc3c2=O)cc1C	-8
COc1cccc(Cn2cnc3c2c(=O)n(C)c(=O)n3C)c1	0
CC1=Nc2cc(C(=O)NC3CCCC3)ccc2Sc2ccc(Br)cc21	5
O=C(Cc1ccccc1)Nc1sc2c(c1C(=O)Nc1ccccc1)CCCCC2	1
COc1cc2ccccc2cc1C(=O)Nc1ccc2oc(-c3ccc(F)cc3)nc2c1	-9
Cc1ccc(-c2nc(N3CCCC(C)C3)c3ccccc3n2)cc1 (stereo not given)	4
Cc1cccc(N2CCN(S(=O)(=O)c3c(C)nc4scc(C)n4c3=O)CC2)c1C	2
CCCc1oc2ccc(NS(=O)(=O)c3ccc(OCC)cc3)cc2c1C(=O)OCC	-4
COc1ccccc1NC(=O)c1c(NC(=O)c2ccco2)sc2c1CCC(C(C)(C)C)C2 (stereo not given)	6
CN(C)S(=O)(=O)N(CC(=O)NCCSCc1cccc(Cl)c1)c1ccccc1	2
CCN1CCN(Cc2c(O)ccc3c(=O)c(Oc4ccccc4Cl)c(C(F)(F)F)oc23)CC1	4
COc1cc(OC)cc(-c2nc3n(n2)C(c2ccccc2)C(C(N)=O)=C(C)N3)c1 (stereo not given)	9
O=C(Nc1cccc(C(F)(F)F)c1)C1CCCN(S(=O)(=O)c2cccc3nonc23)C1 (stereo not given)	-4

Source: PubChem (National Center for Advancing Translational Sciences (NCATS))
